# PvdQ inh = P. aeruginosa PvdQ acylase inhibition; purified PvdQ acylase, fluorescence plate reader; inhibition, % at 10 µM; 0.063% of 340,000 active; in the data active = inhibition above about 30%, passing the limit was not always enough;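 also: 0% = vehicle neutral wells and 100% = reference inhibitor wells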
# V-ATPase pH = alters yeast V-ATPase proton transport; S. cerevisiae, pHLuorin cytosolic pH fluorescence; response, % at 10 µM; 0.37% of 350,000 active; AID 504577; in the data active = response mostly above about 7.3%, no sharp cut-off; inactive = mostly below about 5.4%; also: actives read high; inactives centre near 0; some compounds called inactive have numbers as strong as hits; reference of the scale not given here
# HTR5A ag = HTR5A agonism, opioid heterodimer counter-screen. HTR5A agonist assay, luminescence, cell-based. 0.61% of 340,000 active. activation, % at 9.3 µM. P47898; in the data active = activation mostly above about 9.5%, no sharp cut-off; inactive = mostly below about 7.6%;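 also: 0% = cells with vehicle only and 100% = reference agonist; strong numbers were not always called active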
# Target sequence (P47898 whole entry, looked up): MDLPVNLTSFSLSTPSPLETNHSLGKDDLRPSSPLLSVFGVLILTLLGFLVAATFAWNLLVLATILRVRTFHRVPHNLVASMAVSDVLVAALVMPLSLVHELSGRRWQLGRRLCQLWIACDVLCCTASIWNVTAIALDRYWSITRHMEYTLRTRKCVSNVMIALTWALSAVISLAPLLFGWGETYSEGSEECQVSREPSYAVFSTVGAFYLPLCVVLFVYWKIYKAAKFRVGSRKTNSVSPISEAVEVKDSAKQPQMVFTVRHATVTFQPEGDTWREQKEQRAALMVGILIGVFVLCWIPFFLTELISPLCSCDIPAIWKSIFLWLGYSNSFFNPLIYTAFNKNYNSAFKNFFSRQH
# HTR5A inv ctr = counter-screen for OPRM1-OPRD1 inverse agonists: human HTR5A inverse agonism. AID 504634. P47898. 0.083% of 340,000 active. inhibition, % at 9.3 µM. HTR5A cell line, luminescence; in the data active = inhibition mostly above about 23%, no sharp cut-off; inactive = mostly below about 18%;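 also: 0% = cells with DMSO and 100% = no-cell wells with DMSO; some compounds called inactive have numbers as strong as hits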
# SR-BI DiI inh = mouse SR-BI HDL lipid transfer inhibition | Q61009 | 0.96% of 320,000 active | AID 488896 | ldlA[mSR-BI] CHO cells, DiI-HDL uptake fluorescence, 3 h | inhibition, % at 12.5 µM;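 active = mean replicate inhibition of at least 70% and a set share of replicates each scoring 70 or more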;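 also: 0% = median of neutral control wells and 100% = median of positive control wells; values of inactives mirror those of a sister screen read the other way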
# Target sequence (Q61009 whole entry, looked up): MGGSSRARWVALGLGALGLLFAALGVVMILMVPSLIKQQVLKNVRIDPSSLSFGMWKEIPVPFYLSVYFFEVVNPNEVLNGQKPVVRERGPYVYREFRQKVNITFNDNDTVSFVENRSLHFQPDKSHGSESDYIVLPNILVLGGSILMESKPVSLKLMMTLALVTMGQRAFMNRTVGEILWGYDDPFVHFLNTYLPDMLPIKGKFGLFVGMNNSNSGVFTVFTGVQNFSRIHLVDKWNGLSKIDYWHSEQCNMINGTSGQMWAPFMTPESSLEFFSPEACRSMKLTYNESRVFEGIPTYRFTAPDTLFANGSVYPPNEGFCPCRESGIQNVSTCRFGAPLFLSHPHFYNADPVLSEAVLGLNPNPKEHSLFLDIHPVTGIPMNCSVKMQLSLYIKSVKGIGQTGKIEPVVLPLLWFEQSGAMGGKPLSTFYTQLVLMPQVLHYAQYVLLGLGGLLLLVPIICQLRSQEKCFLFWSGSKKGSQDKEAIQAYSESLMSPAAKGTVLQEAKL
# dFosB act = mouse delta FosB homodimer activation; activation, % at 25 µM; 0.99% of 340,000 active; purified delta FosB, TAMRA-CDK5 oligo fluorescence polarization; percent of positive-control signal above neutral wells; P13346;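 active = mean activation above about 17%, with every replicate also reaching it, limit read from the data, passing the limit was not always enough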;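 also: fluorescence polarization rise as delta FosB binds a TAMRA Cdk5 AP-1 oligo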
# NSD2 HMT inh = inhibitors of human histone methyltransferase NSD2. NSD2 peptide methylation, AlphaScreen, 120 min. 0.54% of 310,000 active. O96028. inhibition, % at 12.5 µM; in the data active = inhibition above about 50%
# MITF act = increases MITF-driven TRPM1 promoter luciferase signal; SK-MEL-5 TRPM1-promoter luciferase, 24 h; % of positive control, neutral wells = 0; activation, % at 12.5 µM; 0.75% of 300,000 active;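 active = mean activation of at least 80% with every replicate also reaching 80%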;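 also: 0% = neutral control wells and 100% = parthenolide positive control wells; values of inactives mirror those of a sister screen read the other way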
# Wnt bcat act = Wnt/beta-catenin pathway activation; Wnt/beta-catenin reporter cell assay, activator, plate reader; activation, % at 9.35 µM; 1.2% of 300,000 active; AID 743398; in the data active = activation above about 30%, passing the limit was not always enough;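 also: 0% = neutral control wells and 100% = positive control wells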
# CDK5 inh = CDK5/p35 (human) kinase inhibition. Q00535+Q15078. Recombinant CDK5/p35, ADP-Glo luminescence, 60 min. inhibition, % at 10 µM. 0.01% of 330,000 active;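 active = highest replicate inhibition of at least 50% and at least 75% of replicates reaching 50%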;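 also: plate controls were DMSO neutral control for no effect and GW8510 at 10 µM for full effect; many of its hits are not listed in these tables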
# * hit, by the source's call; nt = no result given. Compounds were not picked by outcome; about 5% have a hit in one of these screens.
1. Cc1c(C=O)c2ccccc2n1CC(=O)NCc1ccccc1
2. CCn1cc(/C=C(\NC(=O)c2ccc(C)cc2)C(=O)NCCN2CCOCC2)c2ccccc21
3. CCC(C)NC(=O)C1CCC(=O)N(c2cc(OC)c(OC)c(OC)c2)C1c1ccc(OC)cc1 (stereo not given)
4. Cc1cc(C(=O)N2CCCC(N3CCN(Cc4ccc5c(c4)OCO5)CC3)C2)n[nH]1 (stereo not given)
5. CC1=NNC(=O)C1CC(=O)N/N=C(\C)c1cccs1 (stereo not given)
6. C/C(=N/NS(=O)(=O)c1ccccc1)c1ccc(Cl)cc1
7. COc1cc(OC)cc(C(=O)Nc2nnc(-c3cccnc3)o2)c1
8. O=Cc1ccc(N2CCCCC2)cc1
screen / no.	1	2	3	4	5	6	7	8
CDK5 inh	-4.3	nt	-0.2	0.5	-0.4	-1.4	1.5	-3.4
SR-BI DiI inh	nt	20	-17	-30	-9	-1	2	8
V-ATPase pH	2	7	0	4	4	1	3	-2
HTR5A inv ctr	4	14	-14	3	-10	-5	-2	21
PvdQ inh	-15	-21	-17	-6	-2	19	-9	-4
NSD2 HMT inh	1	2	-3	3	0	nt	0	-10
dFosB act	-8	-6	-4	8	-3	3	-12	-3
MITF act	-14	-3	nt	-5	-4	-9	1	-5
HTR5A ag	-1	4	5	-2	4	2	0	5
Wnt bcat act	-1	2	5	0	-11	-8	-1	-1

# Shown tab-delimited: 3 of the compounds above
item	compound	CDK5 inh	SR-BI DiI inh	V-ATPase pH	HTR5A inv ctr	PvdQ inh	NSD2 HMT inh	dFosB act	MITF act	HTR5A ag	Wnt bcat act
1	Cc1c(C=O)c2ccccc2n1CC(=O)NCc1ccccc1	-4.3	nt	2	4	-15	1	-8	-14	-1	-1
3	CCC(C)NC(=O)C1CCC(=O)N(c2cc(OC)c(OC)c(OC)c2)C1c1ccc(OC)cc1 (stereo not given)	-0.2	-17	0	-14	-17	-3	-4	nt	5	5
5	CC1=NNC(=O)C1CC(=O)N/N=C(\C)c1cccs1 (stereo not given)	-0.4	-9	4	-10	-2	0	-3	-4	4	-11

# Remaining list, next part.
9. OC(CNCc1cccc(Cl)c1)c1ccccc1 (stereo not given)
10. Cc1cccc(NC(=O)CN2CCc3cc4c(cc3C2)OCCCO4)c1
11. O=S(=O)(c1ccccc1Br)N1CCC(O)(c2cccnc2)CC1
12. CC(C)CN(CCCNC(=O)CN1C(=O)COc2ccc(S(=O)(=O)N3CCC(C)CC3)cc21)CC(C)C
13. CCOC(=O)c1c(C)[nH]c(C(=O)COC(=O)C2CC2)c1C
14. Cc1cccc(C)c1N(CC(=O)Nc1cccc(N(C)S(C)(=O)=O)c1)S(C)(=O)=O
15. O=C(CN1CCN(Cc2ccc(Cl)cc2)CC1)N/N=C/c1cccs1
16. COc1ccc(C(=O)N2CCN(S(=O)(=O)c3ccc(Cl)cc3)CC2)cc1S(=O)(=O)N1CCOCC1
screen / no.	9	10	11	12	13	14	15	16
CDK5 inh	-0.9	1.5	0.3	1.6	-0.8	0.1	-8.6	-1.3
SR-BI DiI inh	-2	-222	-8	-14	7	-5	0	39
V-ATPase pH	3	3	15	-1	-4	1	-4	-3
HTR5A inv ctr	19	19	3	-5	0	8	-8	4
PvdQ inh	1	-2	0	-15	2	-10	-20	-2
NSD2 HMT inh	-3	-3	-2	1	0	-2	-2	-1
dFosB act	5	-5	5	2	-7	-1	-7	-6
MITF act	-4	12	24	-16	86*	11	nt	7
HTR5A ag	6	5	-1	0	0	5	5	-1
Wnt bcat act	nt	-1	-1	0	-23	nt	1	0

17. O=C(NCC(O)c1ccccc1)c1ccc(Cl)c(S(=O)(=O)N2CCCC2)c1 (stereo not given)
18. Cn1ccsc1=NC(=O)c1cc(S(=O)(=O)N2CCOCC2)ccc1Cl
19. Cc1cc(C(=O)COC(=O)CN(C)S(=O)(=O)c2ccc(Cl)cc2)c(C)n1Cc1cccs1
20. CCCCn1c(N)c(N(CCC(C)C)C(=O)c2cccc(S(=O)(=O)N3CCN(C)CC3)c2)c(=O)[nH]c1=O
21. Cc1nn(-c2ccccc2)c(N2CCCC2)c1/C=N/O
22. CCN(c1ccc2c(c1)OCO2)S(=O)(=O)c1cc(Br)cc2c1N(C(C)=O)CC2
23. COC(=O)c1[nH]c2c(c1C)C(=O)CC(c1ccc(OC)cc1)C2 (stereo not given)
24. O=C1CCCC/C=C\C[C@H](CC(=O)N(CCO)Cc2ccccc2)C(=O)N[C@@H](c2ccccc2)CO1
screen / no.	17	18	19	20	21	22	23	24
CDK5 inh	-2.8	0.6	1.3	-1.7	1.6	0.4	0.5	1.1
SR-BI DiI inh	24	4	-4	-24	-24	12	12	-9
V-ATPase pH	-5	-1	-6	-1	-1	-2	0	0
HTR5A inv ctr	19	6	-17	-40	-37	6	-9	-3
PvdQ inh	12	-8	1	-13	-11	-9	-7	-17
NSD2 HMT inh	-1	-3	nt	0	35	2	3	nt
dFosB act	-10	9	2	-3	-9	-8	0	-7
MITF act	37	1	2	7	7	3	-3	4
HTR5A ag	-7	-2	2	13	-1	-2	3	3
Wnt bcat act	nt	0	4	0	1	0	5	-3

25. CC1(C)CC(=O)C=C(N=CC2=C(O)CC(C)(C)CC2=O)C1
26. O=C(CN1C(=O)S/C(=C/c2cccs2)C1=O)N1CCOCC1
27. Cc1onc(-c2ccccc2Cl)c1-c1nc(-c2ccncc2)no1
28. COC(=O)c1sc(NC(=S)NC(=O)c2cccc(C)c2)nc1C
29. O=C(CSCCO)Nc1ccc(C23CC4CC(CC(C4)C2)C3)cc1
30. CC(C)n1c(/N=C/c2c[nH]c3ccccc23)nc2ccccc21
31. Nc1cccc(-c2cc3ccccc3oc2=O)c1
32. O=C(O)CNc1nc(Cl)ccc1[N+](=O)[O-]
screen / no.	25	26	27	28	29	30	31	32
CDK5 inh	0.2	-1.3	0.0	0.4	-0.5	2.3	-2.3	0.0
SR-BI DiI inh	-5	-21	27	-7	-28	25	4	-22
V-ATPase pH	-4	1	21*	-1	-1	-1	2	4
HTR5A inv ctr	-2	-3	-6	3	-7	17	8	-18
PvdQ inh	8	-1	-12	-8	-13	5	-8	-10
NSD2 HMT inh	1	-1	8	-1	0	8	1	-1
dFosB act	3	1	0	-2	-13	-19	-5	-3
MITF act	1	-5	-4	15	nt	-2	-20	-7
HTR5A ag	1	1	2	-1	2	-1	-3	-1
Wnt bcat act	nt	nt	nt	1	30	-2	6	5

33. COc1ccc(-c2nnc3ccc(SCc4ccccc4)nn23)cc1
34. O=C(Nc1ccc(Cl)cc1)Nc1ccc(Br)cn1
35. CC(C)c1nnc(NC(=O)CCC(=O)NCc2ccc(F)cc2)s1
36. CCN(CC)CCCNC(=O)N[C@@H](Cc1ccccc1)C(=O)O
37. CCN(CC)S(=O)(=O)c1cccc(NC(=O)COC(=O)/C=C/c2ccco2)c1
38. O=S(=O)(c1ccc2ccccc2c1)N(CC1CO1)c1ccccc1 (stereo not given)
39. O=C(O)C1CCc2sc3[nH]c(=S)n(-c4ccccc4)c(=O)c3c21 (stereo not given)
40. COc1ccc(-c2nc3n(n2)C(c2cccnc2)C(C(N)=O)=C(C)N3)cc1 (stereo not given)
screen / no.	33	34	35	36	37	38	39	40
CDK5 inh	-1.9	-0.1	-0.6	-1.1	0.7	-1.4	2.0	-0.4
SR-BI DiI inh	-18	12	-20	-2	-18	4	-11	5
V-ATPase pH	-7	-5	1	-1	-3	-2	7	-2
HTR5A inv ctr	5	-1	-7	-1	16	-6	-44	12
PvdQ inh	-6	-2	-7	3	1	-11	-3	-13
NSD2 HMT inh	nt	-1	-9	8	1	0	3	-3
dFosB act	-17	-4	-8	-2	3	-6	-9	1
MITF act	-5	94*	6	22	11	4	nt	-5
HTR5A ag	-2	0	2	0	0	2	1	0
Wnt bcat act	-3	2	0	nt	1	-2	2	-2

41. O=C(NC(=S)NCc1ccccc1)c1ccccc1Br
42. Cc1cnc(NC(=O)CSc2nnc(N)s2)s1
43. O=C(Nc1ccc(Cl)cn1)C1CCCN1S(=O)(=O)c1ccccc1 (stereo not given)
44. Cc1cc(C)n2cc(CSc3ncccc3C(=O)O)nc2n1
45. COc1cccc(NS(=O)(=O)c2ccc(-n3cccn3)cc2)c1
46. CC(C)CC(=O)Nc1ccc(-c2nnn(CC(=O)NCc3ccco3)n2)cc1
47. C=C1CCC[C@]2(C)C[C@H]3OC(=O)C(CN4CC(C)OC(C)C4)[C@H]3C[C@@H]12 (stereo not given in full)
48. O=C(NCc1ccccc1)C1=C[C@@H](C2CCCCC2)C[C@@H](OCCCCO)O1
screen / no.	41	42	43	44	45	46	47	48
CDK5 inh	-0.2	2.8	-0.1	-7.3	-0.6	0.3	0.3	-0.5
SR-BI DiI inh	-20	-8	-1	-15	-33	8	-12	-3
V-ATPase pH	2	-1	-3	-5	0	-6	5	4
HTR5A inv ctr	-32	-4	4	10	-8	-1	11	14
PvdQ inh	0	-3	-7	-5	-18	7	-9	3
NSD2 HMT inh	-2	0	-2	0	-1	4	-1	nt
dFosB act	0	10	-16	3	-7	-10	-4	-6
MITF act	-6	1	-7	5	-2	20	-20	-7
HTR5A ag	3	2	3	-5	2	1	-3	-5
Wnt bcat act	0	-1	nt	nt	0	-2	2	1

49. CCN(c1ccc(NC(=O)COC(=O)C2CCN(c3ccc(C(F)(F)F)cn3)CC2)cc1)C(C)C
50. COc1c[nH]n(-c2ccccc2)c(=O)c1=O
51. COc1ccc2ccccc2c1CNCCN1CCOCC1
52. Cc1ccccc1Cn1nc(C)c(NC(=O)c2nc3n(n2)C(C(F)F)CC(C)N3)c1C (stereo not given)
53. O=C(O)c1ccc2nc(CO)[nH]c2c1
54. COc1ccc(CCNC(=O)c2cc(-c3ccc(C)cc3O)n[nH]2)cc1OC
55. COc1ccc(NC(=O)N2CCCC2C(=O)Nc2cccc(C)c2C)cc1 (stereo not given)
56. O=C(O)C(Cc1ccccc1-c1ccccc1)C(=O)O
57. Cc1ccc(OCC(=O)N/N=C\c2ccc(O)c([N+](=O)[O-])c2)c([N+](=O)[O-])c1
58. Cc1ccc(S(=O)(=O)N2CCN(C)CC2)cc1C(=O)NC1CCCCC1
screen / no.	49	50	51	52	53	54	55	56	57	58
CDK5 inh	0.5	-0.3	0.4	-0.6	0.6	0.3	-0.8	0.2	1.4	0.0
SR-BI DiI inh	12	-7	-8	12	-47	58	-12	5	-19	-8
V-ATPase pH	-4	-2	-2	1	-1	1	1	-1	2	0
HTR5A inv ctr	-15	-20	-2	0	-5	19	16	10	11	-2
PvdQ inh	-3	-3	-19	-7	-9	-11	-12	3	0	7
NSD2 HMT inh	-2	-3	0	0	-2	-3	5	-2	6	1
dFosB act	-12	-2	-1	-6	0	1	1	4	-7	-5
MITF act	6	nt	-2	-1	-4	-1	16	-8	5	16
HTR5A ag	3	1	1	-8	2	2	-7	-3	-2	4
Wnt bcat act	1	3	0	nt	-6	nt	-3	2	-4	0

# Limited to V-ATPase pH, for some of the entries so far:
cpd | SMILES | V-ATPase pH
56 | O=C(O)C(Cc1ccccc1-c1ccccc1)C(=O)O | -1
57 | Cc1ccc(OCC(=O)N/N=C\c2ccc(O)c([N+](=O)[O-])c2)c([N+](=O)[O-])c1 | 2
54 | COc1ccc(CCNC(=O)c2cc(-c3ccc(C)cc3O)n[nH]2)cc1OC | 1
49 | CCN(c1ccc(NC(=O)COC(=O)C2CCN(c3ccc(C(F)(F)F)cn3)CC2)cc1)C(C)C | -4

# Screens from PubChem BioAssay.
